CXXC DNA block – qHTS Fluorescence Polarization Assay for Inhibitors of MLL CXXC domain - DNA interaction; Potency, µM (series often up to 115 µM), inactives show at the highest dose activity change, negative = inhibition, hits mostly inhibitors; MLL-CXXC / FITC-HOXA9 DNA fluorescence polarization; AID 2662, 2010; 290,000 tested, 0.037% active; active means well fitted inhibition curve with a large enough effect in the polarisation, with a control signal flat, not every such curve was filed as active; inconclusive means small, poorly fitted or top-dose-only effect, or effect the other way, or a change in a side signal; inactive means no such curve, though single readings can be large or run the other way; the % refers to the polarisation; further: potency means the concentration at half of the fitted maximal effect
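Purified MLL-CXXC (added from a 7 uM solution) was preincubated 5 min at ambient with pinned compounds in 50 mM Tris-HCl pH 7.5, 50 mM NaCl, 1 mM DTT, 0.05% BSA. Fluorescein-labeled HOX-A9 DNA (50 nM solution) followed, 30 min, then polarization read.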
TRPV1 ag – HTS Assay for Compounds that Act as Agonists of the Vanilloid Receptor 1. Transient receptor potential cation channel subfamily V member 1 (Homo sapiens), Q8NER1. TRPV1-expressing cells, Fluo-8 calcium influx, agonist mode. activation, % at 8.33 µM. 320,000 tested, 0.19% active; in the data active means activation above about 80%; inconclusive means between about 30% and that limit; further: 0% is about no effect
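TRPV1-expressing cells were cultured overnight at 35.5C and loaded with Fluo-8 calcium dye for 40 to 90 min at room temperature. After a 10 s baseline, compound was added and calcium influx was read kinetically for 3 min (ex 480/em 520 nm).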
BRCA1 expr act – qHTS Assay to Identify Small Molecule Activators of BRCA1 Expression; 380,000 tested, 1.1% active; MCF7-BRCA1-FFLuc reporter, luminescence, 48 h; response scale: scaled: vehicle 0%, 10 µM genistein 100%; Potency, µM (series often up to 46.1 µM), for the others: top-dose activation, usual class: activators; AID 624202, 2012; further: potency means the concentration at half of the fitted maximal effect; nearly all actives have a fitted effect of over 80% in size; some results filed as inactive show a strong effect at the top dose
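Reporter cells (MCF7, BRCA1 promoter-firefly luciferase) received library compounds across a concentration series for 48 h. End-point luminescence was measured and concentration-effect curves derived after normalization.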
a7 integrin act – qHTS for Activators of Integrin-Mediated Alleviation for Muscular Dystrophy; alpha7betagal myoblasts, beta-gal FDG fluorescence, 48 h; Potency, µM (series often up to 38.3 µM), for inactives: at the highest dose activation, actives largely listed as activators; 350,000 tested, 0.064% active;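 further: potency means the concentration at half of the fitted maximal effect; 100% = response of the positive control SU9516; nearly all actives have a fitted effect of over 60% in size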
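alpha7betagal+/- myoblasts (passage 13, 250/well) treated 48 h at 37C with compounds at 1:260 dilution of DMSO stock. Lysed, then beta-galactosidase activity read as FDG fluorescence (ex 480/em 540) after 30 min, with pre-read for autofluorescence.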
p53 reactivation – qHTS assay for re-activators of p53 using a Luc reporter; H1299 p53-A138V BP100-luciferase reporter, luminescence, 24 h; Potency, µM (series often up to 92.2 µM), without a hit: at the top dose activity change, positive = activation, most hits filed as activators; 320,000 tested, 0.063% active; further: potency means the concentration at half of the fitted maximal effect; % of control where 0% means no effect; nearly all actives have a fitted effect of over 45% in size
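H1299 (p53-null), stable ts p53-A138V + BP100-Luc; 1000 cells/well, Opti-MEM/10% FBS; cpd 4 pt, 1:5; 24 h, 37 deg C, 5% CO2; detection reagent 10 min RT; luminescence.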
AT treatment – qHTS Assay for Identifying a Potential Treatment of Ataxia-Telangiectasia. […] A-T fibroblasts, KAP-1 phosphorylation AlphaLISA; neocarzinostatin DNA damage 30 min before lysis. Potency, µM (highest dose often 57.5 µM), without a hit: top-dose activation, most hits filed as activators. 320,000 tested, 0.19% active. AID 485349, 2010; further: potency means the concentration at half of the fitted maximal effect; % of control where 0% means no effect; nearly all actives have a fitted effect of over 45% in size
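ATM-like activity read as KAP-1 phosphorylation via AlphaLISA donor/acceptor antibody pairs after lysis and 6 hr at 25C. Cells were ATM-null patient fibroblasts ([…], hTERT), dosed 60 min, then exposed to the DSB inducer NCS for 30 min.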
B2AR arrestin – qHTS assay of beta-arrestin-biased ligands of beta2-adrenergic receptor; AID 492947, 2010; 330,000 tested, 0.02% active; Beta-2 adrenergic receptor (Homo sapiens), P07550; Potency, µM (top dose mostly 46.1 µM), inactives show top-dose activation, actives largely listed as activators; beta-arrestin recruitment to beta2AR, cell-based reporter;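 further: potency means the concentration at half of the fitted maximal effect; 0% = DMSO controls and full agonism = EC100 isoproterenol or metaproterenol; nearly all actives have a fitted effect of over 65% in size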
Target sequence (P07550 whole entry, looked up): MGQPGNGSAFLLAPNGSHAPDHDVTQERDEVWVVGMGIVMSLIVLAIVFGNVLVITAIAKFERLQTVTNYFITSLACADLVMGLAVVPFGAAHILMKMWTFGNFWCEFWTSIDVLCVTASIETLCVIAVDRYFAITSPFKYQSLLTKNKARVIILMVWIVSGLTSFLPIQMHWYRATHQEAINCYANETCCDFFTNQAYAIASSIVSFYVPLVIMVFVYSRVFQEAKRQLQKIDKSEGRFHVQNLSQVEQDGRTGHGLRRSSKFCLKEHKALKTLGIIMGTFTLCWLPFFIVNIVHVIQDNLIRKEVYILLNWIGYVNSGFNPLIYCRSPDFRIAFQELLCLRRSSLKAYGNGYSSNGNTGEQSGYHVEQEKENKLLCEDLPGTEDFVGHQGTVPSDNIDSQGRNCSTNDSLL
ELG1 repair inh – qHTS screen for small molecules that inhibit ELG1-dependent DNA repair in human embryonic kidney (HEK293T) cells expressing luciferase-tagged ELG1. HEK293T ELG1-luciferase reporter, luminescence, 16 h; DNA damage induced by 5-fluorouridine. Potency, µM (highest dose often 46.1 µM), for the others: at the top dose activity change, negative = inhibition, most hits filed as inhibitors. 330,000 tested, 2.3% active. AID 504467, 2011; further: potency means the concentration at half of the fitted maximal effect; on the % scale 0 is the no-effect control and ±100 the full control effect; nearly all actives have a fitted effect of over 55% in size
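In this reporter screen, reduction of luminescence relative to DMSO vehicle indicated activity. Compounds and 5-fluorouridine were added together to 2,000 cells per well, incubated for 16 hr at 37 °C, then developed with ONE-Glo.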
TSG101-PTAP inh – qHTS Assay for Iinhibitors of HIV-1 Budding by Blocking the Interaction of PTAP/TSG101 | Tumor susceptibility gene 101 protein (Homo sapiens), Q99816 | Fluorescence polarization, FITC-PTAP peptide / Tsg101 binding | Potency, µM (doses to about 115 µM), inactives show at the highest dose activity change, negative = inhibition, actives largely listed as inhibitors | 340,000 tested, under 10 active | AID 493005, 2010; active means well fitted inhibition curve with a large enough effect in the main read-out, with a control signal flat, not every such curve was filed as active; inconclusive means small, poorly fitted or top-dose-only effect, or effect the other way, or a change in a side signal; inactive means no such curve, though single readings can be large or run the other way; further: potency means the concentration at half of the fitted maximal effect; % of control where 0% means no effect
Target sequence (Q99816 whole entry, looked up): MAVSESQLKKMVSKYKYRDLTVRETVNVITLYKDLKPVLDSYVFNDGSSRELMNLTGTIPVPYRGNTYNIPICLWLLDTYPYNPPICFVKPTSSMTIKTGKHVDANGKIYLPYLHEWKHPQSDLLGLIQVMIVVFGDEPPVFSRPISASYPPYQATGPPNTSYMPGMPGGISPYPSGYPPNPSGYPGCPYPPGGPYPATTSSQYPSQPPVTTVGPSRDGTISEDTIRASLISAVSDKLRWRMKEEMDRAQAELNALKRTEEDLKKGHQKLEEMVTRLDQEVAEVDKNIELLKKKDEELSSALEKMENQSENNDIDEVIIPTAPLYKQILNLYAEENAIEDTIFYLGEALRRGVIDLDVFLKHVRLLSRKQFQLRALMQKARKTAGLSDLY
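Steps: Tsg101 binding domain dispensed (10 uM final), compounds pinned in DMSO, FITC-labeled PTAP-motif peptide added (50 nM final); after 20 min binding at room temperature, polarization measured.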
TCR act – Activators of T cell receptors: qHTS campaign | 330,000 tested, under 10 active | primary human leukocytes, anti-CD3, IL-2 HTRF, 48 h | Potency, µM (doses to about 9.22 µM), without a hit: at the top dose activation of IL-2 secretion, actives largely listed as activators; further: % of control where 0% means no effect
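Compounds are tested in HTS on primary human leukocytes co-incubated with a-CD3 beads for 48 hr. IL-2 output is measured by time-resolved FRET.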
Numbers without * were called inactive; ? = inconclusive; nt = not tested or not shown; [ ] = another dose, or the depositor's remark. Unless noted, the call rests on the fitted dose curve; in most records, active means well fitted curve in the direction sought with a large enough effect; inconclusive means small, poorly fitted or top-dose-only effect, or another doubt; inactive means no such curve, though single readings can be large; an effect the other way counts as inactive or inconclusive.

smiles | CXXC DNA block | TRPV1 ag | BRCA1 expr act | a7 integrin act | p53 reactivation | AT treatment | B2AR arrestin | ELG1 repair inh | TSG101-PTAP inh | TCR act
CC(=O)c1ccc(NC(=O)CC2Nc3cccc4cccc(c34)NC2=O)cc1 (stereo unspecified) | 0% | 3 | -12% | -7% | -4% | -3% | -0.3% | 21µM* | -7% | -1%
Cc1ccc(C)c(N2CCN(C(=O)CN(C)S(=O)(=O)c3cnc[nH]3)CC2)c1 | -6% | 2 | -16% | ? | -11% | nt | -0.4% | -13% | -6% | -2%
COc1cccc(CNC(=O)CCNS(=O)(=O)c2ccc3c(c2)CC(C)N3C(C)=O)c1 (stereo unspecified) | -5% | 3 | 9% | -8% | -5% | nt | -0.2% | 8.2µM* | -6% | 0%
Cc1ccc(S(=O)(=O)N2CCOCC2)cc1NC(=O)Cn1cc(C(F)(F)F)cc(Cl)c1=O | 7% | 1 | -17% | -1% | -1% | -4% | -0.8% | 8% | 1% | -9%[46.1 µM]
O=S(=O)(Nc1ccncc1Cl)c1ccccc1 | -25% | 4 | -4% | 21% | -4% | nt | -0.2% | -1% | 4% | 0%
CN(C)S(=O)(=O)c1ccc(Cl)c(NC(=O)COC(=O)CC(NC(N)=O)c2ccc(Cl)cc2)c1 (stereo unspecified) | -2% | -1 | -12% | 2% | 0% | -14% | 0.2% | 9% | -8% | -4%
O=C(CNCc1ccc(Cl)cc1)N1CCc2ccccc2C1 | 1% | 7 | 31% | 0% | 1% | 2% | 0.1% | ? | -4% | 0%
O=C(c1cc(COc2c(F)cccc2F)on1)N(Cc1ccccc1)CC1CC1 | 1% | 14 | 28% | -37% | 29% | 24% | -0.6% | 21% | -2% | -4%
CC[C@]12c3[nH]c4ccccc4c3CCN1C(=O)C(CC(=O)NC/C=C(\C)CCC=C(C)C)C[C@@H]2C(=O)N1CCN(C(=O)c2ccco2)CC1 (stereo partly specified) | nt | nt | -57% | 1% | -5% | 4% | -0.7% | -4% | -5% | 1%
O=C(O)c1ccccc1C(=O)N(c1ccccc1)c1ccccc1 | nt | nt | 17% | 14% | nt | nt | nt | nt | 0% | 3%
COc1ccc(-c2c(C#N)c(N)nc3sc(C(=O)c4ccc(C)cc4)c(N)c23)cc1 | 5% | -1 | -7% | 5% | -2% | -5% | -1.1% | -1% | ? | -4%[46.1 µM]
CCN(CC)CCOc1ccc2c(c1)C(=NO)c1cc(OCCN(CC)CC)ccc1-2 | ? | 1 | -97%[inhibitor] | -80%[inhibitor] | -11% | -9% | -0.3% | ? | -2% | 4%
CCCc1ncc(C(O)c2cccc3ccccc23)n1C (stereo unspecified) | -5% | 1 | -11% | 17% | -5% | 2% | -0.3% | 0% | -4% | 10%
O=C(COC(=O)c1ccc(O)cc1)Nc1cc(C(F)(F)F)ccc1N1CCOCC1 | nt | 19 | 0% | 0% | -8% | -1% | -0.1% | -15% | 1% | 8%
Cc1ccc(S(=O)(=O)N2CCN(C(=O)Cn3c(=O)oc4ccccc43)CC2)c(C)c1 | nt | 10 | -2% | -33% | 2% | -9% | 0.7% | -6% | -2% | -5%
COC(=O)c1sccc1NC(=S)N1CCCC(C)C1 (stereo unspecified) | 5% | 8 | -17% | 7% | -2% | 9% | 0.0% | 0% | -3% | -5%
COc1ccc(NC(=O)CSc2ccc(-c3cccs3)nn2)c(OC)c1 | 2% | ? | 6% | 9% | 2% | 6% | -1.1% | 11% | -8% | -2%
CCc1ccc(/C=C2\Oc3cc(OS(C)(=O)=O)ccc3C2=O)cc1 | -1% | 19 | -21% | 6% | 1% | 15% | 0.1% | -11% | 0% | -1%[46.1 µM]
CCOc1cc2c(cc1OC)C(NC(=O)c1ccco1)CC2=O (stereo unspecified) | ? | 3 | 4% | -12% | -2% | -13% | 0.1% | ? | 1% | 5%
CCN(c1ccc(OC)cc1)S(=O)(=O)c1cc(-c2cc(C)no2)ccc1C(C)C | 7% | -4 | -33% | -46%[inhibitor] | -17% | 14% | -0.4% | 6% | -2% | 10%
O=C(O)CC(NC(=O)C12CC3CC(CC(C3)C1)C2)c1ccc(F)cc1 (stereo unspecified) | -11% | 6 | -14% | 12% | -4% | -4% | -0.2% | 17% | -2% | -7%
CC(=O)Nc1ccc(S(=O)(=O)N2c3ccccc3NC(=O)CC2C)c(Cl)c1 (stereo unspecified) | -1% | 4 | 0% | -2% | -1% | -4% | -0.2% | 1% | -6% | -3%
CCOC(=O)COc1ccc(C)cc1-c1ccno1 | 0% | 3 | -1% | -13% | -2% | 2% | 0.3% | 0% | -6% | 5%
O=C(Nc1ccc(Cl)cc1)C(c1ccccc1)N1CCOCC1 (stereo unspecified) | 7% | 0 | -11% | 8% | -3% | -3% | 0.1% | 8% | -4% | 2%
COc1ccc(C(=O)NC2CCN(C(=S)NCc3ccco3)CC2)cc1 | 4% | 2 | -3% | -16% | -5% | 0% | -1.1% | 9% | -3% | -8%
COc1ccc(CN2CCN(C(=O)C3CC(=O)N(C4CCCCCC4)C3)CC2)c(OC)c1OC (stereo unspecified) | 9% | 9 | -17% | -11% | 1% | -4% | -0.5% | -18% | 0% | 0%
Cc1ccc(C(=O)NCC(=O)NCc2ccccc2F)s1 | nt | nt | 0% | -6% | 3% | -4% | 2.3% | 6% | 2% | 0%
C[N+]1(CC(=O)OCCCc2ccccc2)CCCC1 | 7% | 5 | -32% | -32%[inhibitor] | 5% | -5% | -1.1% | 4% | -8% | -8%[46.1 µM]
Cc1ccc(CNC(=O)CSc2ncc(C(=O)Nc3ccccc3)c(=O)n2C)cc1 | nt | -2 | -11% | -18% | 7% | 2% | -1.1% | ? | -1% | -2%
CCOC(=O)N1CCN(C(=O)c2cc3sccc3n2C)CC1 | -2% | 21 | 0% | -23%[7.66 µM] | -5% | 2% | -0.7% | 10% | -8% | 3%
O=C1NC(=S)SC1=Cc1ccccc1Br | nt | nt | -28% | -9% | nt | nt | nt | nt | -10% | 2%
CC(=O)CSc1ccc(S(=O)(=O)N2CCN(C)CC2)cn1 | nt | -3 | 3% | -20% | 14% | -1% | 0.1% | 8% | -4% | 0%
CN(C)CCCNC(=O)c1ccc(-c2nc(-c3ccc(Cl)cc3)cs2)cc1 | 4% | 2 | -88%[inhibitor] | -49%[inhibitor] | -31%[inhibitor] | 14% | 0.0% | ? | -5% | 0%
CC(C)N(Cc1cnn(C)c1)Cc1nc(Cc2ccccc2Cl)no1 | 2% | 3 | 7% | 24% | -1% | 2% | -0.3% | 3% | -3% | -1%
O=C1c2ccccc2C(=O)N1Cc1cc(-c2ccccc2)no1 | 2% | 7 | 12% | -19% | 9% | 0% | 0.2% | 7% | -2% | -2%
O=C(Nc1cccc2ccccc12)OC1C=CS(=O)(=O)C1 (stereo unspecified) | 2% | 1 | -26% | -66%[inhibitor] | -2% | 3% | -0.1% | 2% | -9% | 3%[46.1 µM]
O=C(COC(=O)c1ccccc1O)NC(c1ccccc1)c1ccccc1 | nt | nt | -8% | -16% | -2% | -7% | -0.6% | 19% | -1% | -1%[46.1 µM]
O=C(COc1ccc([N+](=O)[O-])cc1)NCc1ccncc1 | -6% | 15 | -1% | -2% | 0% | 4% | -0.3% | -6% | 0% | -3%
COc1ccc(CCNS(=O)(=O)c2ccc(-c3ccc(=O)[nH]n3)o2)cc1OC | -5% | -4 | 2% | 19% | 3% | 9% | 0.0% | 1% | -2% | 0%
CCCOc1ccc(NC(=O)CC2C(=O)N(c3ccc(OCC)cc3)C(=S)N2C2CC2)cc1 (stereo unspecified) | -8% | -6 | -40% | 15% | 6% | -4% | 0.4% | 10% | -2% | -2%
Cc1cccc(NC(=O)Nc2ccc(F)cc2)n1 | 21% | -2 | ? | -21% | ? | 0% | 0.2% | ? | -1% | -2%
Brc1ccc(-c2nn3c(-c4ccncc4)nnc3s2)o1 | -4% | 4 | nt | nt | 4% | -1% | -1.1% | 1% | nt | nt
COc1ccc(C(=O)COc2ccc(F)cc2)c(O)c1C | 1% | 21 | 9% | -16% | 1% | 3% | 0.5% | ? | 0% | 2%
CN1CCC(NC(=O)c2cccc(Oc3ccccc3)c2)CC1 | -5% | -2 | 11% | ? | nt | 4% | -0.9% | 0% | 2% | -2%
Cc1ccc(S(=O)(=O)N/N=C/c2ccc(C(=O)O)cc2)cc1 | -10% | -1 | 7% | -7% | -16% | 4% | -0.3% | 7% | -2% | -2%
COc1cc(C(=O)N/N=C/c2cn(Cc3cccc(F)c3)c3ccccc23)ccc1O | 1% | 8 | -30% | -12% | -18% | -1% | -0.8% | -17% | -5% | 2%

Compound activity as filed in PubChem BioAssay.
